# High-throughput results from PubChem.
# SENP8 block-1 = SENP8 (human) protease inhibition. recombinant SENP8, Nedd8 substrate fluorescence. AID 602440. 0.64% of 360,000 active. Q96LD8. inhibition, % at 20 µM; in the data active = inhibition mostly above about 40%, no sharp cut-off; inactive = mostly below about 27%
# Target sequence (Q96LD8 whole entry, looked up): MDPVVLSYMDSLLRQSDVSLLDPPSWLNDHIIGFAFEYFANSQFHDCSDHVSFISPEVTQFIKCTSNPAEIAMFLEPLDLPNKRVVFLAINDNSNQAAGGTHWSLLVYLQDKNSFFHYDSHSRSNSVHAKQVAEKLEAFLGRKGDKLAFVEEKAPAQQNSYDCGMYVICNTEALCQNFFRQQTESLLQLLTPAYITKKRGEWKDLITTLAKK
# SENP8 block-2 = inhibitors of human SENP8 protease | purified SENP8, Z-RLRGG-aminoluciferin cleavage, luminescence | inhibition, % at 10 µM | 1.2% of 330,000 active | AID 2540; in the data active = inhibition above about 50%
# SENP7 inh = SENP7 protease inhibition; inhibition, % at 5 µM; 1.5% of 330,000 active; Q9BQF6; recombinant SENP7, Z-RLRGG-aminoluciferin luminescence, 40 min; AID 434973;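 active = inhibition above about 50% at the single test dose, limit read from the data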;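 note: plate controls were DMSO with enzyme for no effect and no enzyme buffer wells for full effect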
# Target sequence (Q9BQF6 706-1050 limits assumed): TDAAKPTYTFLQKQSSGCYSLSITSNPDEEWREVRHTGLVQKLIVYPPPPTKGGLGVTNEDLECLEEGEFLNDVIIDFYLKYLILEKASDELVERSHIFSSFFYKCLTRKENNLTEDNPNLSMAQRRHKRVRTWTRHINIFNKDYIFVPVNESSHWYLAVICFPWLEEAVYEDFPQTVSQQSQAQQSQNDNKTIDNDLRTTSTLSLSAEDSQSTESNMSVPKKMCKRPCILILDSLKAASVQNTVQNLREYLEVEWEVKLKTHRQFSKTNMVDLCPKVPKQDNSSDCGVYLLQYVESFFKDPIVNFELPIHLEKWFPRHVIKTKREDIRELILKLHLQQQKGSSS
# HKDC1 inhibitor = HKDC1 (human) hexokinase inhibition. recombinant HKDC1, G6PDH/diaphorase resazurin coupled fluorescence. 0.16% of 340,000 active. inhibition, % at 20 µM;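 active = inhibition above about 35% when tested at 20 µM, limit read from the data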;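 note: plate controls were DMSO wells with enzyme for no effect and DMSO wells lacking enzyme for full effect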
#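 Incubation: 90 min at room temperature in dark / Material: recombinant HKDC1 (HK5) hexokinase enzyme, produced in-house / Quantity: enzyme 5 µg/mL final / Compound: one dose of 20 µM, 1% DMSO / Reagent: glucose and ATP substrates / Buffer or medium: Tris pH 8.0 buffer with MgCl2, Tween-20, BSA, BME / Technique: resorufin fluorescence at 613 nm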
# SENP1 FRET inh = inhibitors of human SENP1 SUMO protease catalytic domain | recombinant SENP1 catalytic domain, CyPet-SUMO1-YPet FRET cleavage | inhibition, % at 10 µM | AID 624204 | 0.21% of 360,000 active;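 active = inhibition at least 30% at 10 µM, raw YFP signal under a set limit, fluorescence ratio 0.5 to 1.5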;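 note: 0% = enzyme with DMSO and 100% = no enzyme wells; some results filed as inactive read as strong as hits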
#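 System: Recombinant human SENP1 catalytic domain, His6-tagged | Incubation: Enzyme reaction for 50 min at room temperature, dark | Medium: Tris pH 8 with BME, BSA, NP40 and catalase | Also added: 25 nM SUMO1 FRET substrate | Compound: 10 µM single point, 0.5% DMSO | Measured by: FRET fluorescence in CFP and YFP emission channels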
# PfG6PD inh = PfG6PD (Plasmodium falciparum) enzyme inhibition. PfGluPho enzyme, NADPH resazurin-diaphorase fluorescence. 0.78% of 350,000 active. AID 504690. inhibition, % at 20 µM;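 active = inhibition reaching at least a set limit at 20 µM in the primary screen, cut at about 59% in these data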;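 note: 0% = DMSO wells with substrate and 100% = DMSO wells lacking glucose-6-phosphate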
# SENP6 block = blocks the human protease SENP6; AID 2599; inhibition, % at 10 µM; 1.8% of 330,000 active; Q9GZR1; Recombinant SENP6 catalytic domain, aminoluciferin luminescence;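 active = inhibition above about 50% at the single tested dose, limit read from the data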;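 note: plate controls were DMSO wells with enzyme for no effect and DMSO wells lacking enzyme for full effect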
# Target sequence (Q9GZR1 628-1112 limits assumed): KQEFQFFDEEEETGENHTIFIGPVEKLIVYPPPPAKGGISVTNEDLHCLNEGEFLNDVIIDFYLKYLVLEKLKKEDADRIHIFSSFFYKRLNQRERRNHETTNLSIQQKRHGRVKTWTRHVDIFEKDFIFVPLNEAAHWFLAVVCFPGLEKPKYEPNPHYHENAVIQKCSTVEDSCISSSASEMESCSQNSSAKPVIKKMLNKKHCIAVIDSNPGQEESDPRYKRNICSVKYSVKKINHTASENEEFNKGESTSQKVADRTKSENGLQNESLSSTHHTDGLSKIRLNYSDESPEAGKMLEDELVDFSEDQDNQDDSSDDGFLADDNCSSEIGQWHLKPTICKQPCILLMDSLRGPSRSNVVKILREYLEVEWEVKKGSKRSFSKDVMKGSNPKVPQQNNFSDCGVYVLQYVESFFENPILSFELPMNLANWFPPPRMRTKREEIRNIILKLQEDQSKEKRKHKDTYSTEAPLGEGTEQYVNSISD
# Apaf-1 inh = blocks human Apaf-1 apoptosome activity; O14727; inhibition, % at 20 µM; AID 489030; 0.71% of 330,000 active; reconstituted apoptosome caspase-3 activity, DEVD-Rh110 fluorescence; active = inhibition of at least 40% at 20 µM;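 note: plate controls were DMSO wells for no effect and DEVD-CHO caspase inhibitor wells for full effect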
#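 detection = Rh110 fluorescence intensity | test system = biochemical Apaf-1 apoptosome reconstitution | also added = cytochrome c and DEVD-Rh110 substrate | schedule = 30 min plus 50 min, RT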
# * hit, by the source's call; x = not tested or not shown; & = joins results of further samples.
SMILES,SENP8 block-1,SENP8 block-2,SENP7 inh,HKDC1 inhibitor,SENP1 FRET inh,PfG6PD inh,SENP6 block,Apaf-1 inh
Cc1ccccc1OC(C)c1nc(-c2ccccc2)no1 (stereo not drawn),5.9,-0.6,6.7,-4.4,-0.7,0.9,-2.6,8.7
CCOc1ccc(CNCc2cccnc2)cc1,22.0,-12.9,-2.0,-3.4,1.5,-6.6,-8.4,-0.3
CC(=O)c1c(C)[nH]c(C(=O)CSc2nnc(-c3ccco3)o2)c1C,-2.9,10.2,4.3,-0.8,-2.4,8.9,5.7,-6.0
COc1ccc(NC(=O)CN(C)C(=O)C2CC(=O)N(c3ccc4c(c3)OCCO4)C2)cc1 (stereo not drawn),11.5,-9.0,12.7,-7.5,0.4,-0.8,-6.3,22.4
CCOC(=O)C1CCN(C(=O)c2cccc(Cl)c2)CC1,12.0,-0.9,11.5,4.2,1.5,0.5,11.3,9.3
O=c1c2ccccc2oc2nc(C3CCCCC3)n(Cc3ccco3)c(=O)c12,26.5,5.4,1.1,-29.4,-0.6,-24.3,-1.7,11.4
CC(=O)c1ccc2noc(-c3ccc(F)cc3)c2c1,-182.6,2.3,2.6,10.0,-29.7,7.8,8.7,6.8
COc1ccc(N2CC(C(=O)NCc3n[nH]c(=O)c4ccccc34)CC2=O)cc1 (stereo not drawn),7.7,12.3,-2.9,-3.8,1.1,6.2,-3.2,6.5
Cc1c(C(=O)OC(C)C)[nH]c2c1C(=O)CCC2,11.7,7.4,-0.3,-13.9,2.6,3.5,-3.7,-2.9
CCCc1nc2c(=O)n(C)c(=O)[nH]c2n1C,-25.5,1.2,3.2,-1.1,-35.6,18.3,13.6,-4.4
COc1ccc(C(=O)NC2CCCCCC2)cc1S(=O)(=O)N1CCOCC1,14.0,-0.8,8.5,-1.1,0.3,-12.2,-2.6,6.5
O=C(NCCc1ccccc1)c1c(F)cccc1F,-2.9,-12.0,-3.1,-4.0,2.9,-0.8,3.8,12.2
CCNC(=O)n1nccc1C(C)Oc1ccc(Cl)cc1 (stereo not drawn),6.4,5.0,-1.3,-4.8,-4.3,24.9,-6.7,3.9
OC(CN1CCCCC1)Cn1c(C(F)(F)F)nc2ccccc21 (stereo not drawn),24.0,-2.9,-0.8,-1.2,-0.1,-5.5,-7.2,6.4
O=C(Cc1nnc(NC(=O)Nc2ccccc2)s1)Nc1ccccc1,11.1,7.1,2.0,-8.2,0.7,11.5,-24.0,-21.3
COc1ccc(/C=C/c2nc3sc4c(c3c(=O)o2)CCC4)cc1,-10.9,8.6,12.0,-4.4,9.3,4.9,17.0,11.5
CCOc1ccc(C(=O)c2cc3ccc(O)cc3oc2=O)cc1,-340.3,-4.7,1.4,-9.8,-42.2,-9.5,-13.2,0.5
CCCc1nnc(NC(=O)CSc2nnc(-c3ccco3)n2C)s1,15.2,-4.7,-2.6,-5.0,1.0,-16.2,-27.0,0.9
COc1ccc(S(=O)(=O)N2CCN(CC(=O)Nc3ccc(F)c(F)c3)CC2)cc1,10.5,-7.7,0.6,-2.8,1.8,0.2,-16.4,-6.3
Cc1ccc(CNC(=O)CCS(=O)(=O)c2ccc3c(c2)NC(=O)CS3)cc1,5.8,5.9,-1.9,-2.0,2.6,13.1,-4.2,-9.8
Cn1c(-c2sc(=S)n(-c3ccccc3)c2N)nc2ccccc21,-12.5,-16.8,-2.8,-7.3,-41.4,-1.0,-36.6,2.8
CCOC(=O)c1cnc2c(c(C)nn2CC)c1NCCN1CCOCC1,2.9,-2.9,1.9,1.6,3.2,-3.2,-17.7,-11.3
COc1ccc(CC(NC(C)=O)C(=O)NC2CCN(S(=O)(=O)c3ccc(NC(C)=O)cc3)CC2)c(OC)c1 (stereo not drawn),8.6,-6.4,-3.0,-9.6,1.2,-11.1,-9.8,0.9
Cc1c(N=Nc2c(-c3ccc([N+](=O)[O-])cc3)[nH]n(C(N)=S)c2=O)cccc1[N+](=O)[O-],28.7,x,x,4.8,3.6,12.4,x,x

# Copied from the list:
# COc1ccc(/C=C/c2nc3sc4c(c3c(=O)o2)CCC4)cc1 @ SENP1 FRET inh: 9.3
# COc1ccc(S(=O)(=O)N2CCN(CC(=O)Nc3ccc(F)c(F)c3)CC2)cc1 @ SENP8 block-2: -7.7
# COc1ccc(CC(NC(C)=O)C(=O)NC2CCN(S(=O)(=O)c3ccc(NC(C)=O)cc3)CC2)c(OC)c1 (stereo not drawn) @ SENP6 block: -9.8
# CCOC(=O)c1cnc2c(c(C)nn2CC)c1NCCN1CCOCC1 @ SENP6 block: -17.7
# O=C(Cc1nnc(NC(=O)Nc2ccccc2)s1)Nc1ccccc1 @ SENP1 FRET inh: 0.7
# OC(CN1CCCCC1)Cn1c(C(F)(F)F)nc2ccccc21 (stereo not drawn) @ HKDC1 inhibitor: -1.2
# CCCc1nnc(NC(=O)CSc2nnc(-c3ccco3)n2C)s1 @ SENP6 block: -27.0

# Next entries
SMILES,SENP8 block-1,SENP8 block-2,SENP7 inh,HKDC1 inhibitor,SENP1 FRET inh,PfG6PD inh,SENP6 block,Apaf-1 inh
COc1ccc(S(=O)(=O)N2CCCCCC2)cc1C(=O)NCCc1ccc(F)cc1,9.9,13.3,3.5,-1.8,-0.7,5.1,5.9,-7.0
Cc1cccc(C(=O)OCc2cc(=O)oc3c(C)c(C)ccc23)c1O,-16.8,-1.0,-6.0,-5.6,-2.7,-7.8,-13.1,12.8
CCCCCCSc1cc(-c2nc3ccc(C)cn3c2NCc2ccccc2)ccc1OC,-487.8,-9.6,10.3,5.8,-85.9&-74.2,20.6,-16.8,28.8
Cc1cc(C)n(C(=O)c2c([N+](=O)[O-])cnn2C)n1,5.7,3.5,-3.9,-2.3,1.5,-13.5,-19.7,-8.7
CC1CCCCC1NC(=O)COC(=O)c1ccc2c(c1Cl)C(=O)c1ccccc1C2=O (stereo not drawn),16.2,5.4,-6.2,0.3,0.6,-14.0,29.5,10.6
Cc1nc(-c2ccccc2)sc1C(=O)NN,0.9,-4.5,-4.6,0.8,-1.6,-11.7,-1.7,-5.1
CC(=O)c1nc(N2C(=O)CC(Cc3ccccc3)C2=O)sc1C (stereo not drawn),5.9,0.5,11.8,3.4,2.3,-19.9,11.6,9.2
CC(C)Cc1cc(C(=O)NCc2cccs2)no1,3.2,-1.0,-4.4,-4.4,3.1,1.2,26.1,-8.1
O=C(N/N=C/c1ccncc1)c1ccc(NC(=O)c2ccc(Cl)cc2)cc1,-0.8,7.4,2.2,-4.6,1.2,9.1,5.2,4.1
Cc1ccc2nc(NC(=O)c3ccc(S(=O)(=O)N4CCCc5ccccc54)cc3)sc2c1,-205.9,2.3,7.3,-8.4,3.0,-1.6,9.2,-5.2
c1ccc(OCCn2c(-c3ccco3)nc3ccccc32)cc1,-79.3,-20.8,-7.0,-4.4,-54.1,12.6,-13.9,4.4
COc1cc(NC(=O)CSc2ncccc2C(=O)OC(C)C)cc(OC)c1,2.0,-1.3,8.8,5.8,4.5,-19.9,1.3,-13.2

# Three compounds out of the list, arranged by SMILES length, high to low.
SMILES,SENP8 block-1,SENP8 block-2,SENP7 inh,HKDC1 inhibitor,SENP1 FRET inh,PfG6PD inh,SENP6 block,Apaf-1 inh
CCCCCCSc1cc(-c2nc3ccc(C)cn3c2NCc2ccccc2)ccc1OC,-487.8,-9.6,10.3,5.8,-85.9&-74.2,20.6,-16.8,28.8
CC(C)Cc1cc(C(=O)NCc2cccs2)no1,3.2,-1.0,-4.4,-4.4,3.1,1.2,26.1,-8.1
Cc1nc(-c2ccccc2)sc1C(=O)NN,0.9,-4.5,-4.6,0.8,-1.6,-11.7,-1.7,-5.1

# Later entries
SMILES,SENP8 block-1,SENP8 block-2,SENP7 inh,HKDC1 inhibitor,SENP1 FRET inh,PfG6PD inh,SENP6 block,Apaf-1 inh
O=C(CNC(=O)c1ccco1)N=Nc1c(O)[nH]c2ccc([N+](=O)[O-])cc12,14.2,0.3,-1.7,2.0,1.3,5.0,14.6,5.4
Cc1ccccc1-c1nsc(SCC(=O)NCc2ccc3c(c2)OCO3)n1,33.6,2.5,8.0,8.3,3.1,-6.7,7.0,11.1
CC(C)NC(=O)CC1C(=O)NCCN1CC(c1ccccc1)c1ccccc1 (stereo not drawn),-28.8,-10.0,-4.6,2.7,-1.9,-4.2,-4.0,6.4
CCCCNS(=O)(=O)CCNCc1ccccc1OC,5.2,x,9.4,10.1,0.9,-5.1,x,5.9
CCN1c2ccccc2-c2nc3ccccc3n2C1c1ccco1 (stereo not drawn),-309.7,8.4,0.0,3.2,-8.2,25.3,-6.2,5.3
CC(C)(C)NC(=O)CN(CCN1CCOCC1)C(=O)CNS(=O)(=O)c1ccccc1,9.6,5.9,3.9,-3.3,-0.3,1.1,-14.2,-2.9
CCCCCCn1c(CN2CCN(C(=O)c3ccco3)CC2)nc2c1c(=O)n(C)c(=O)n2C,-1.8,2.6,5.9,-5.5,-0.8,8.4,1.7,5.1
COc1cccc(CNC(=O)Cn2c(=O)n(CCC(=O)N3CCCCC3)c(=O)c3sccc32)c1,9.4,-2.0,-4.8,2.0,0.8,5.1,-1.5,1.3
Cc1cc(C(F)(F)F)n2nc(-c3sccc3-n3cccc3)cc2n1,-9.7,1.3,-6.8,6.5,1.6,-9.1,-8.9,4.7
CC(=O)Nc1ccc(C(=O)COC(=O)c2cc(C)oc2C)c(F)c1,-14.1,-4.6,-4.7,2.1,-3.4,-17.0,-6.3,-5.1
N#Cc1nc(COc2ccccc2Cl)oc1N1CCCC1,5.7,-4.8,-6.2,0.6,-2.2,-11.9,-7.8,3.8
CCOc1ccc2nc(Cl)c(C3CC(c4ccccc4)=NN3C(=O)c3ccco3)cc2c1 (stereo not drawn),x,5.7,2.6,x,x,x,2.3,10.7
Cc1ccc(-c2nc(N)n(C(=O)c3cccnc3)n2)cc1,-276.1,-1.9,2.5,-4.8,0.8,-6.9,-23.2,7.0
COc1ccc(C(=O)N2CCc3ccccc32)cc1,9.5,-7.3,-3.1,4.1,-1.2,4.7,3.0,4.5
CCS(=O)(=O)c1ncc(Cl)c(C(=O)Nc2ccc(S(=O)(=O)N(C)c3ccccc3)cc2)n1,-22.6,1.6,-3.1,15.9,-0.2,43.8,18.5,19.3
S=c1[nH]nc(-c2ccccc2)n1C1C=CCCC1 (stereo not drawn),1.9,-8.6,-8.7,-1.2,1.6,49.0,-3.0,7.3
COc1ccc(C)cc1NC(=O)CSc1nnc(CC(=O)Nc2ccccc2F)n1C,-1.8,-2.0,5.3,-4.0,0.1,10.4,-4.7,-3.7
COc1ccc(C)cc1N(CC(=O)N1CCCC1)S(C)(=O)=O,12.2,5.6,11.9,-8.9,2.4,-0.8,20.0,-7.2
COc1ccc(NC(=O)COC(=O)CN2C(=O)C3CC=CCC3C2=O)c([N+](=O)[O-])c1 (stereo not drawn),15.2,8.4,-2.7,1.8,2.6,2.3,-6.6,-2.9
CC(C)C[C@H](NC(=O)OC(C)(C)C)C(=O)N/N=C/C1=Cc2ccccc2OC1C (stereo partly drawn),-326.8,-11.7,-3.4,-4.9,0.8,6.4,-6.3,23.1
Cc1nn(-c2ccccc2)c2nc(=O)n(-c3ccccc3)cc12,-30.1,7.4,-1.2,3.5,0.4,-5.4,-4.2,-9.7
CC1(C)C2CCC(C2)C1(C)NC(=O)CN1CCOCC1 (stereo not drawn),17.4,3.3,-6.3,-3.5,1.4,9.1,1.7,-8.5
CC(C)(C)n1nc2c(c1NC(=O)c1ccc(Cl)c([N+](=O)[O-])c1)CS(=O)(=O)C2,21.7,-5.9,-20.6,-3.8,0.2,-12.8,-21.7,4.8
CC(NC(=O)/C=C/c1ccc(Br)cc1)c1ccccc1 (stereo not drawn),23.7,-6.5,3.0,-9.7,2.8,8.1,-19.2,20.2
